Bioassay records: PubChem, National Center for Advancing Translational Sciences (NCATS)
TRHR ag = agonists of human TRH receptor; actives 0.18% (n = 360,000); activation, % at 2 µM; TRHR cells, calcium flux fluo-8, FDSS agonist mode; in the data active means activation above about 30%; further: 0% is about no effect
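TRHR-expressing cells loaded with fluo-8 calcium dye; 23 nL library compound pin-transferred, kinetic FDSS fluorescence (Ex 480/Em 530) recorded about 180 s for agonist-induced calcium release, before a 10 nM TRH EC20 addition for potentiator mode.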
USP1 inh = inhibitors of human USP1/UAF1 deubiquitinase. O94782. recombinant USP1/UAF1, Ub-Rhodamine cleavage fluorescence. Potency, µM (doses to about 57.1 µM), for inactives: at the highest dose activity change, negative = inhibition, usual class: inhibitors. actives 0.23% (n = 390,000). AID 743255; further: potency means the concentration at half of the fitted maximal effect; on the % scale 0 is the no-effect control and ±100 the full control effect; nearly all actives have a fitted effect of over 60% in size; inactives centre near -12
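USP1/UAF1 complex (1 nM) preincubated 15 min at room temperature with compound, then Ub-Rho substrate (150 nM final) added. Kinetic fluorescence at 480/540 nm over 6 reads at 60 s intervals; 50 mM HEPES pH 7.8, 0.5 mM EDTA, 0.1 mg/ml BSA, 1 mM TCEP, 0.01% Tween-20.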
Pin1 inhibitor = blocks the human prolyl isomerase Pin1 | Q13526 | Pin1 FP peptide displacement, HiFluor488, 10 min | Potency, µM (titrated, usually from 115 µM), without a hit: at the highest dose activity, negative = inhibition, actives largely listed as inhibitors | actives 0.009% (n = 390,000) | AID 504891; active means well fitted inhibition curve with a large enough effect in the polarisation, with a control signal flat, not every such curve was filed as active; inconclusive means small, poorly fitted or top-dose-only effect, or effect the other way, or a change in a side signal; inactive means no such curve, though single readings can be large or run the other way; the % refers to the polarisation; further: potency means the concentration at half of the fitted maximal effect; on the % scale 0 is the no-effect control and ±100 the full control effect
Target sequence (Q13526 whole entry, looked up): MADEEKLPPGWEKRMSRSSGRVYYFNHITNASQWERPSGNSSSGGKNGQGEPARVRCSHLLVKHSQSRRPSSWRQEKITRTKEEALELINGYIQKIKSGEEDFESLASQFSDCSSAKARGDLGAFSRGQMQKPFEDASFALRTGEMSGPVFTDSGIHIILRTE
D2 antagonist = D2 dopamine receptor (human) antagonism; inhibition, % at 10 µM; HEK293 TREx D2 cells, calcium flux, dopamine EC80; actives 2% (n = 340,000); P14416; in the data active means inhibition above about 30%; further: 0% is about no effect
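Dopamine at EC80 is the agonist stimulus; test compounds precede it by 180 s. Calcium flux read kinetically in a force-coupled, inducible HEK293 T-REx D2 cell line.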
mIDH1 inhibitor = inhibitors of human mutant IDH1 R132H | IDH1-R132H enzyme, NADPH consumption, diaphorase/resazurin fluorescence | Potency, µM (doses to about 76.6 µM), for inactives: at the top dose activity change, negative = inhibition, usual class: inhibitors | AID 602179 | O75874 | actives 0.093% (n = 390,000); further: potency means the concentration at half of the fitted maximal effect; on the % scale 0 is the no-effect control and ±100 the full control effect; nearly all actives have a fitted effect of over 65% in size
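IDH1-R132H (0.5 ug/mL) preincubated 30 min with compound, then NADPH (0.016 mM) and alpha-KG (2 mM) added; 80 min at RT, pH 7.5. Remaining NADPH coupled via diaphorase/resazurin to fluorescence (540/590 nm); concentration-response curves normalized to no-enzyme control.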
rTrxR1 inhibitor = rat TrxR1 inhibition; O89049; recombinant rTrxR1, NADPH fluorescence consumption, selenite substrate; Potency, µM (highest dose often 114 µM), inactives show at the highest dose activity change, negative = inhibition, usual class: inhibitors; actives 1% (n = 390,000); further: potency means the concentration at half of the fitted maximal effect; on the % scale 0 is the no-effect control and ±100 the full control effect; nearly all actives have a fitted effect of over 65% in size
Target sequence (O89049 whole entry, looked up): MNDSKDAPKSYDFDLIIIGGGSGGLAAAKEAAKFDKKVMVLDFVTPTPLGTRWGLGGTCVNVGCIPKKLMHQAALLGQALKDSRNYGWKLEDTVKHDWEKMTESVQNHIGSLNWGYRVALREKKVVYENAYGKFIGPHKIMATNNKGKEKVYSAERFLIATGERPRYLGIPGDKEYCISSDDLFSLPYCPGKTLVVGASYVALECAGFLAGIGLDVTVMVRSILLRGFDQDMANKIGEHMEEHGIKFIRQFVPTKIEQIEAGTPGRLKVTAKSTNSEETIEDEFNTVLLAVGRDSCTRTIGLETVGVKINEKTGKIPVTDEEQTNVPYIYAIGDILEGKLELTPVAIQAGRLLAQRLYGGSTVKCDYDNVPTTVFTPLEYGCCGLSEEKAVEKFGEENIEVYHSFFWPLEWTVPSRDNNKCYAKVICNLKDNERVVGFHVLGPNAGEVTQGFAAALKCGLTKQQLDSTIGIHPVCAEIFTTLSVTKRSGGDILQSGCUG
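Rat TrxR1 (90 nM in the dispensed reagent) was pre-reduced with 400 uM NADPH for 5 min at room temperature, then incubated with compound for 15 min. After 400 uM selenite was added, NADPH fluorescence (Ex 340/Em 450 nm) was followed for 8 min.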
TRHR PAM = allosteric enhancers of human TRH receptor. enhancement, % at 2 µM. actives 0.66% (n = 360,000). P34981. AID 493056. TRHR cells, fluo-8 calcium fluorescence, EC20 TRH enhancement; in the data active means enhancement above about 30%; further: 0% is about no effect
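Enhancer read-out: after compound pinning and an initial kinetic agonist-mode read, an EC20 of TRH (10 nM final) was injected and fluo-8 calcium signal (Ex 480/Em 530) followed at 1 s/cycle for 100 cycles in TRHR-expressing cells.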
D2 ag = activates the human D2 dopamine receptor | actives 0.53% (n = 340,000) | P14416 | activation, % at 2 µM | HEK293 T-REx D2 cells, calcium flux agonist mode;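 active means activation over 3 SD above normal in the single-dose calcium agonist read, cut at about 30% in these data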; further: 0% is about no effect
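Agonism is scored from calcium flux in a force-coupled, inducible HEK293 cell line expressing D2, read kinetically for 180 s after compound addition against dopamine controls.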
TrxR1 substrate = substrates of rat thioredoxin reductase 1 | purified TrxR1 substrate turnover, NADPH consumption readout | Potency, µM (series often up to 114 µM), for the others: at the top dose activity change, negative = substrate turnover | actives 0.01% (n = 390,000) | AID 588456; further: potency means the concentration at half of the fitted maximal effect; on the % scale 0 is the no-effect control and ±100 the full control effect; nearly all actives have a fitted effect of over 50% in size
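Rat TrxR1, dispensed at 90 nM, was prereduced with 400 uM NADPH (final) for 5 min at ~22 deg C, then incubated with compound 15 min before 400 uM selenite. A first-read NADPH fluorescence drop versus no-compound background flagged substrates.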
* = called active by the depositor; ? = inconclusive; / = no result given; [ ] = another dose, or the depositor's remark. Unless noted, the call rests on the fitted dose curve; in most records, active means well fitted inhibition curve with a large enough effect; inconclusive means small, poorly fitted or top-dose-only effect; inactive means no such curve, though single readings can be large or run the other way. These rows are one share of the data, so the mix of outcomes need not match the whole.

SMILES | TRHR ag | USP1 inh | Pin1 inhibitor | D2 antagonist | mIDH1 inhibitor | rTrxR1 inhibitor | TRHR PAM | D2 ag | TrxR1 substrate
COc1ccc(OC)c(C(C)NC(=O)c2ccco2)c1 (centres undefined) | 0.5 | 2.3% | -11.7% | -5.2 | 0.5% | 25.6% | 2.9 | -0.2 | 9.6%
O=S1(=O)CCN(Cc2cccc(C(F)(F)F)c2)CC1 | 0.3 | -22.2% | -2.5% | -5.6 | 5.6% | 15.0% | -0.8 | 0.1 | 4.6%[57.1 µM]
Brc1ccccc1-n1nnc(-c2cccnc2)n1 | 0.5 | -17.0% | -4.2% | 4.4 | 8.1% | 2.1% | -1.9 | 0.1 | -5.1%
CN(C)CCOC(=O)COc1ccc(Cl)cc1 | 0.9 | 17.0% | -0.2% | -6.3 | -2.1% | 14.6%[57.1 µM] | -1.8 | 0.6 | 6.1%[57.1 µM]
CCNC(=O)COC(=O)c1cc(C)n(-c2ccccc2)c1C | -0.6 | -7.0% | -7.0% | -5.9 | 0.0% | 12.2% | 6.8 | -1.1 | 0.0%
COc1cc(OC)cc(C(=O)N2CCN(c3ccccn3)CC2)c1 | -1.0 | -20.2% | -9.9% | -3.8 | 9.7% | 18.2% | 10.7 | -0.8 | 4.1%
CCCCn1c(NCc2ccc3c(c2)OCO3)nc2ccccc21 | -0.2 | -1.3% | -13.2% | 0.7 | 2.5% | -21.6% | 2.5 | 0.4 | -17.0%
Cc1n[nH]c(C)c1S(=O)(=O)N1CCCC(C(=O)NC2CCCc3ccccc32)C1 (centres undefined) | -0.1 | -25.7% | -1.6% | 6.2 | 2.9% | 6.8% | -8.0 | -0.4 | 1.0%
CCCNC(=O)C1CCC(Cn2c(=O)c3sccc3n(CC(=O)N(CC)CC)c2=O)CC1 (centres undefined) | -0.6 | 3.6% | -7.6% | / | 18.1% | 5.8%[57.1 µM] | 1.4 | -0.6 | 3.4%[57.1 µM]
CCOC(=O)C1(CCOC)CCN(Cc2nc(-c3cccs3)oc2C)CC1 | 0.0 | 0.9% | -7.1% | 31.4* | 1.7% | 11.5%[11.4 µM] | 1.3 | 0.6 | 18.6%
Cc1ccc(C(=O)Nc2ccc(C(=O)OCc3cc(=O)n4c5c(sc4n3)CCCC5)cc2)cc1 | 1.0 | -23.6% | 21.6% | / | 6.6% | 19.8%[57.1 µM] | 19.3 | 1.4 | 8.3%[57.1 µM]
COc1cc(CN2CCNC(=O)C2CC(=O)N2CCCN(C(C)=O)CC2)cc(OC)c1 (centres undefined) | 0.3 | -11.7% | -6.8% | 10.0 | 2.0% | ? | 7.2 | 0.2 | -3.5%
Cc1cc(=O)n(C(C)C(=O)NCc2ccccc2Cl)c2c1c(C)nn2-c1ccccc1 (centres undefined) | -0.5 | 1.1% | -18.7% | / | -8.1% | -4.8%[57.1 µM] | 0.9 | 0.1 | -6.0%[57.1 µM]
Cc1ccc(NC(=O)c2ccc(NCCN)c([N+](=O)[O-])c2)cc1 | 0.1 | -13.4% | 15.6% | 0.8 | 2.4% | -11.7% | -1.8 | -1.8 | -10.8%
CCc1cccc(NC(=O)c2cc3c(=O)n(Cc4ccc(OC)cc4)ccc3nc2C)c1 | 0.1 | ? | 25.7% | / | -17.8% | 10.2%[57.1 µM] | 8.5 | 1.4 | 2.6%[57.1 µM]
COc1cccc(CNC(=O)COC(=O)/C(C#N)=C/c2ccc(N(C)C)cc2)c1 | 12.9 | -3.0% | ? | 21.0 | 9.3% | 8.7% | 1.3 | 6.7 | 2.3%
CC(=O)N1CCN(CC(=O)Nc2c(Cl)cccc2Cl)CC1 | -0.3 | -13.4% | -9.0% | 9.0 | 0.0% | 25.8% | -1.7 | -1.3 | 9.0%
C=C(C)c1cccc(C(C)(C)NC(=O)NNC(=O)c2ccccc2O)c1 | -0.4 | -7.7% | -11.7% | -0.4 | 10.8% | -7.2%[57.1 µM] | 1.3 | -0.7 | 7.4%[57.1 µM]
Cn1cnnc1SCC(=O)c1cc2ccccc2o1 | 0.7 | -18.8% | 3.0% | -11.5 | 5.1% | -4.5% | -1.8 | 2.3 | -5.1%
COc1cc(N/N=C/c2ccccc2O)ncn1 | 0.0 | -1.1% | 3.2% | -0.4 | 10.4% | 12.8% | 17.8 | 2.5 | 3.4%
N#Cc1ccccc1Sc1ccccc1C(=O)OCC(=O)NC12CC3CC(CC(C3)C1)C2 | 0.4 | 0.2% | 16.7% | -5.1 | -1.2% | 1.5% | 2.0 | -0.8 | -7.4%
CC(=O)c1cnc2nc(SCc3ccc(C)cc3)nn2c1C | 0.4 | -18.7% | 1.6% | 1.2 | 5.3% | 18.5%[57.1 µM] | -2.7 | -0.1 | 6.6%[57.1 µM]
CCOC(=O)/C(C#N)=C\c1ccc(OC)c(OC)c1 | -0.1 | -6.2% | -0.9% | 11.5 | -0.5% | 20.2%[57.1 µM] | -1.4 | -0.5 | -15.6%
CCOCC(=O)Nc1ccc2c(c1)N(S(=O)(=O)c1cccs1)CCC2 | -0.1 | -9.9% | -8.0% | -0.2 | 12.8% | -13.1% | -1.8 | 0.1 | -14.4%
Cc1ccc(-c2nnc(SCC(N)=O)n2C)cc1 | 0.2 | -7.8% | -5.4% | -16.5 | -9.9% | -19.8% | 1.0 | 1.1 | -15.0%
Cc1occc1-c1nnc(SCC(=O)c2ccc(Cl)cc2)n1C | -1.6 | -16.3% | -0.8% | 8.0 | 9.8% | ? | -5.8 | 0.7 | -5.2%
CS(=O)(=O)N(CC(=O)Nc1ccccc1Br)Cc1ccccc1 | 1.2 | -18.0% | -5.0% | -1.1 | -1.0% | 5.7%[57.1 µM] | -16.3 | 0.3 | 3.6%[57.1 µM]
Cc1ccc(C)c(CN2C(=O)c3ccccc3S(=O)(=O)c3ccc(C(=O)N4CCN(c5ccccc5)CC4)cc32)c1 | 0.4 | -2.0% | 8.7% | / | / | 19.8% | 11.9 | 1.3 | 5.6%
COc1ccc(N(C(=O)c2ccco2)C(C(=O)NC2CCCC2)c2ccccc2)cc1 (centres undefined) | -0.4 | -13.2% | -2.5% | 6.8 | ? | 1.6% | -4.0 | 1.0 | -7.0%
O=c1[nH][nH]c(C(F)(F)F)c1/C=N/N1CCOCC1 | -0.1 | -8.3% | -4.6% | 14.0 | 3.5% | 18.7% | -3.3 | 1.7 | -3.7%
Cc1ccccc1NC(=O)C1CCCN1S(=O)(=O)c1ccc2c(c1)n(C)c(=O)c(=O)n2C (centres undefined) | -0.4 | -23.9% | -2.9% | 20.1 | 16.8% | 1.2% | -4.6 | -0.4 | -2.2%
CN(Cc1ccccc1)C(=O)c1cccc(NC(=O)Cc2cccc(NC(=O)C3CCN(C(=O)C4CC4)CC3)c2)c1 | / | -3.6% | -5.9% | / | -0.4% | 4.6% | / | / | -5.8%
Cc1onc(-c2c(Cl)cccc2Cl)c1C(=O)N(C)Cc1ccccc1 | 1.0 | -25.5% | -1.6% | 0.7 | -4.5% | 20.9% | 0.3 | 0.0 | 2.1%
CCCCn1c(N)c(N(CCC(C)C)C(=O)COC(=O)c2sccc2C)c(=O)[nH]c1=O | 1.0 | 0.9% | -1.4% | -13.8 | -22.5% | 11.9% | 1.2 | 0.4 | -1.8%
CCc1ccc(Nc2nnc(SCC(=O)c3ccc4c(c3)NC(=O)CO4)s2)cc1 | -2.0 | / | / | -0.9 | / | / | 4.3 | -1.6 | /
Cc1ccc(NC(=O)NN(C)c2c(Cl)c(Cl)nn2C)cc1 | -0.2 | -20.7% | -4.7% | 8.0 | 0.0% | 20.9% | -6.9 | 6.4 | 1.6%
COc1ccc(NC(=O)CSc2n[nH]c(C(C)C)n2)c([N+](=O)[O-])c1 | -0.2 | 1.6% | -4.1% | -0.2 | -2.8% | 20.7%[57.1 µM] | 6.8 | 1.5 | -3.7%
COC(=O)[C@H](Cc1ccccc1)NC(=O)N1CCCCC1C (some centres undefined) | -0.4 | -11.1% | -9.3% | 7.0 | 6.4% | -1.8% | 7.3 | 0.3 | -2.8%
O=C(CN1C(=O)C(=O)N(C2CCCC2)C1=O)Nc1ccc(Cl)cc1C(F)(F)F | 0.1 | -15.9% | -1.9% | 1.6 | 7.1% | 10.5% | 3.1 | -0.1 | 2.2%
CCOC(=O)C1=C(CSc2nc3ccccc3s2)NC(=O)NC1c1ccc(OC)cc1 (centres undefined) | 1.1 | -21.8% | 73.3%[activator] | 10.2 | -3.2% | 11.4% | -0.8 | 0.9 | 2.0%
Cc1ccccc1SCC(=O)Nc1cccc(C#N)c1 | -0.5 | -17.1% | -1.4% | 12.3 | 11.5% | -0.5% | -2.9 | 0.8 | -4.4%
CC1(C)OC(C(=O)NC2CCCCC2)C(C(=O)NC2CCCCC2)O1 (centres undefined) | -0.7 | -3.0% | -1.4% | 29.7 | 1.1% | -0.6%[57.1 µM] | -1.2 | 1.0 | 3.4%[57.1 µM]
CCOC(=O)C1=C(C)N(CCCC(=O)O)C(=O)NC1c1ccccc1Cl (centres undefined) | / | 8.6% | -0.1% | / | -1.5% | -1.6% | / | / | -5.8%
